MEKK3 PB1 HTS = modulators (inhibitors or enhancers) of MEK5 binding to human MEKK3 PB1 domain; binding response (% of control), % at 10 µM; AID 1529; 290,000 compounds, 1.4% hits; bead-based flow cytometry, Alexa488-MEK5 binding to MEKK3; actives lie on both sides; 0 = blocked by unlabeled MEK5, 100 = vehicle;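 active means binding response more than 3 SD above or below the average of its plate-row segment, actives on both sides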;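 further: Alexa488 bead fluorescence after subtracting the streptavidin-only scavenger bead signal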
Target sequence (Q99759 whole entry, looked up, the tested form may be a part): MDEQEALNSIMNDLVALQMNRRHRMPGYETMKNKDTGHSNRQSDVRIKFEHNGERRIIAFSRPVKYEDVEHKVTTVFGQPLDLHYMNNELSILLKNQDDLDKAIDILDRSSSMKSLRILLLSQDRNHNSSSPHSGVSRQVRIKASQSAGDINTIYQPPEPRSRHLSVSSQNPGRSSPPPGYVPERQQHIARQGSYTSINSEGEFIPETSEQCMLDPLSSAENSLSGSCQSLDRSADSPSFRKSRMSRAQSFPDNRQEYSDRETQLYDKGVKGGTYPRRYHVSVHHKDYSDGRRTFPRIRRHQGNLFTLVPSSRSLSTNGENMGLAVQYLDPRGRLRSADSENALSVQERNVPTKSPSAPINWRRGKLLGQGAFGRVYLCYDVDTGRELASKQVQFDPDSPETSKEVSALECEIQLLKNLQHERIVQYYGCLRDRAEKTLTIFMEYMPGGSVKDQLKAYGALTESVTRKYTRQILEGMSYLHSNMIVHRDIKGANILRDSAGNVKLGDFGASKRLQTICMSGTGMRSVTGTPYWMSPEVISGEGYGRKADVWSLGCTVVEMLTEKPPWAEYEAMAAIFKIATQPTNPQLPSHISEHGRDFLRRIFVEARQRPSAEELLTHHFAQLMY
MEKK2 mut-MEK5 = signal of MEK5 binding to mutant human MEKK2 PB1 domain; bead flow cytometry, Alexa488-MEK5 binding to MEKK2 mutant; percent response, % at 10 µM; 290,000 compounds, 0.35% hits; in the data active means percent response above about 24%, passing the limit was not always enough; further: inactives centre near 1; some results filed as inactive read as strong as hits; reference of the scale not given here
NALP1 yeast inh = NALP1 inhibition; S. cerevisiae NALP1/ASC/caspase-1 growth, X-gal OD620, 72 h; inhibition, % at 10 µM; 280,000 compounds, 0.61% hits; AID 2071; in the data active means inhibition mostly above about 24%, no sharp cut-off; inactive means mostly below about 32%; further: some compounds called inactive have numbers as strong as hits
MEKK2wt PB1 HTS = raises or lowers MEK5 binding to wildtype human MEKK2 PB1 domain; Q9Y2U5; bead flow cytometry, Alexa488-MEK5 binding to MEKK2 WT; actives lie on both sides; binding response (% of control), % at 10 µM; 290,000 compounds, 1.1% hits; AID 1531; in the data active means binding response below about 67% or above about 130%
GPR7 antag = human neuropeptides B/W receptor 1 antagonism; P48145; GPR7-expressing cells, fluorescence antagonist assay; inhibition, % at 4.4 µM; 290,000 compounds, 1.1% hits; in the data active means inhibition above about 16%, passing the limit was not always enough;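 further: cells stimulated with the agonist NPW; 0% = agonist with vehicle and 100% = vehicle without agonist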
GalR3 antag = antagonists of human GalR3; O60755; inhibition, % at 3 µM; 360,000 compounds, 0.44% hits; HEK293 GalR3-CNG cAMP membrane potential fluorescence; galR3 body fused to GalR1 C-terminus;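 active means inhibition above the screen-wide average plus 3 SD, cut at about 13% in these data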;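 further: forskolin and galanin both at EC90 stimulate the cells; cAMP rise reported by CNG channel membrane potential dye signal; 0% = forskolin plus galanin with DMSO and 100% = forskolin alone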
OXTR agonist = agonists of human oxytocin receptor. P30559. CHO-OTR cells, Fluo-8 calcium fluorescence; normalized: DMSO 0%, oxytocin 100%. activation, % at 3 µM. 320,000 compounds, 0.32% hits. AID 2435;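 active means activation above the mean of all tested compounds plus 3 SD, cutoff set per screening run, cut at about 20% in these data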;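 further: peak over basal fluorescence ratio from a 100 s FLIPR kinetic read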
PHOSPHO1 inh = inhibitors of human PHOSPHO1 phosphatase | 290,000 compounds, 1.1% hits | inhibition, % at 13.3 µM | Q8TCT1 | recombinant PHOSPHO1, absorbance phosphatase assay; in the data active means inhibition above about 60%
V1R ag counter = activates human V1a receptor in oxytocin agonist counter-screen. P37288. CHO-V1R cells, Fluo-8 calcium fluorescence, agonist mode; 0% DMSO, 100% 3 nM vasopressin. activation, % at 3 µM. 320,000 compounds, 0.25% hits;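 active means activation above the mean activation of all tested compounds plus 3 SD, per screening run, cut at about 20% in these data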;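 further: signal is peak over basal fluorescence ratio across a 100 second FLIPR read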
Target sequence (P37288 whole entry, looked up): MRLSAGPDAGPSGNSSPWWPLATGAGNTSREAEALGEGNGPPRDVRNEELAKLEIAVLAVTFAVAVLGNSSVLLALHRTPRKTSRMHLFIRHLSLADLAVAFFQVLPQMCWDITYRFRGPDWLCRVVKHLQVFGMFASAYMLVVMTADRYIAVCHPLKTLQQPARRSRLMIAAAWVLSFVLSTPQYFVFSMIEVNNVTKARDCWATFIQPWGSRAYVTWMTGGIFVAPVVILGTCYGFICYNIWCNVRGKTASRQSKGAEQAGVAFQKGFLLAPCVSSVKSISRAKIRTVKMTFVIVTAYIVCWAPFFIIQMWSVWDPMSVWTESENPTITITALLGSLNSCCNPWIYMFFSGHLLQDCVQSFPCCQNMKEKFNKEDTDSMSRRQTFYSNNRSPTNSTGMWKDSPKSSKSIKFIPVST
An asterisk follows results filed as active; nt = not tested or not shown. The order is random (roughly 5.4% active in at least one column).

SMILES | MEKK3 PB1 HTS | MEKK2 mut-MEK5 | NALP1 yeast inh | MEKK2wt PB1 HTS | GPR7 antag | GalR3 antag | OXTR agonist | PHOSPHO1 inh | V1R ag counter
COc1ccc(S(=O)(=O)N2Cc3ccccc3CC2C(=O)Nc2ccc(O)cc2)cc1OC (configuration not stated) | 107.0 | 13.0 | 27.0 | 103.0 | -7.9 | 1.5 | 1.6 | -6.0 | 2.8
CNc1c(NS(=O)(=O)c2ccc(Cl)s2)c(=O)oc2ccccc12 | 97.0 | -8.0 | 8.2 | 100.0 | -4.5 | -7.7 | 3.3 | 14.3 | 11.6
COc1cc(/C=C(\C#N)C(=O)NCc2cccs2)ccc1O | 97.0 | -2.0 | 19.6 | 99.0 | -5.3 | -0.3 | 2.0 | -13.2 | 1.9
COc1ccc(N2C(=O)C(CC(=O)Nc3ccc(F)cc3)N(CCc3cccs3)C2=O)cc1 (configuration not stated) | 102.0 | -1.0 | 22.3 | 96.0 | -4.0 | 2.3 | 1.8 | -37.0 | -0.5
COc1cc2c(C(=O)O)c(C)n(C)c2c2ccccc12 | 102.0 | 2.0 | 26.8 | 105.0 | -5.0 | -10.1 | -1.0 | 28.6 | 0.3
CC(=O)Nc1ccc(C(=O)Nc2nc(-c3ccccn3)cs2)cc1 | 117.0 | -1.0 | -19.3 | 102.0 | -8.5 | -6.0 | -0.4 | -64.9 | -0.3
CCn1cc(/C=C(\NC(=O)c2ccccc2F)C(=O)NCCCN2CCOCC2)c2ccccc21 | 102.0 | 9.0 | 19.6 | 108.0 | -5.7 | -7.8 | -0.6 | 54.7 | 0.1
CC(=O)Nc1ccc(-c2nnc(SCc3ccccc3C#N)n2C)cc1 | 99.0 | -1.0 | 11.3 | 103.0 | -4.3 | -3.6 | 0.2 | 0.3 | 0.2
Cc1ccccc1N=C1NC(=O)/C(=C/c2cccn2C)S1 | 112.0 | 13.0 | -24.8 | 102.0 | -4.1 | 1.1 | 0.9 | 35.8 | 1.0
Cc1cc(C(=O)Nc2ccon2)c(C)o1 | 98.0 | 1.0 | 22.7 | 102.0 | -3.6 | -4.3 | -0.4 | 43.1 | 0.9
CCOC(=O)c1c2ccc(OCC(=O)N/N=C/c3ccc(C)cc3)cc2n2ccccc12 | nt | nt | 22.2 | nt | -5.1 | -2.0 | 0.9 | 23.8 | 0.7
Cc1ccn(CC(C)C(=O)O)n1 (configuration not stated) | 96.0 | -9.0 | 10.1 | 82.0 | -8.3 | -0.2 | 0.1 | 11.7 | -0.4
O=C(O)CSc1c2ccccc2cc2ccccc12 | 103.0 | 12.0 | -3.2 | 103.0 | -3.0 | -4.6 | 0.3 | 24.7 | 0.1
CCNc1nc2ccccc2[nH]1 | 94.0 | 3.0 | -17.5 | 98.0 | 5.5 | -2.3 | 0.2 | 1.0 | -0.3
Clc1ccc(Cn2nnc(-c3ccccc3)n2)cc1 | 110.0 | 6.0 | 7.3 | 106.0 | -3.5 | -2.4 | -1.0 | 3.9 | -0.4
O=c1oc2cc(Oc3ccc(C(F)(F)F)cc3[N+](=O)[O-])ccc2c2c1CCCC2 | 89.0 | 1.0 | -15.1 | 97.0 | -0.1 | -6.1 | 0.7 | -12.4 | 0.2
CN1C(=O)NC(NC(=O)C2CCCCC2)(C(F)(F)F)C1=O (configuration not stated) | 101.0 | -1.0 | 16.3 | 101.0 | -7.1 | 1.0 | 0.4 | -10.1 | -0.2
COC(=O)c1ccc(OCC(O)CN2CCN(CC(O)COc3ccc(C(=O)OC)cc3)CC2)cc1 (configuration not stated) | 102.0 | 5.0 | -4.1 | 111.0 | -14.5 | -5.1 | 7.0 | nt | 7.6
O=C(CSc1nc2ccccc2o1)NC(=O)NCc1ccccc1 | 103.0 | 2.0 | 15.2 | 101.0 | -9.3 | -1.6 | -1.4 | 33.1 | -0.6
COc1ccc(N=C2SCC(c3ccc([N+](=O)[O-])cc3)=NN2CCO)cc1 | 95.0 | -5.0 | 21.0 | 100.0 | 31.8* | -5.9 | 0.1 | -9.9 | 4.7
CS(=O)(=O)N(Cc1ccccc1)c1ccc(C(=O)NN=C2CCCCCC2)cc1 | 103.0 | -1.0 | 6.9 | 103.0 | -2.8 | -1.5 | 2.2 | 4.6 | 2.8
COc1cc(NC(=O)C23CC4CC(C2)CC(n2nnc(C)n2)(C4)C3)c(OC)cc1Cl | 96.0 | -2.0 | 26.3 | 93.0 | -7.0 | -2.7 | 0.2 | 25.8 | -0.1
O=C(NC1CCCCCC1)c1ccc(Cl)c(S(=O)(=O)N2CCOCC2)c1 | 105.0 | -3.0 | 10.0 | 101.0 | 0.0 | -5.3 | 2.2 | 10.2 | 7.0
O=C(CCCN1C(=O)c2ccccc2C1=O)Oc1ccc(F)cc1 | 90.0 | -4.0 | 25.4 | 93.0 | -8.7 | 2.5 | -1.4 | 10.6 | -1.1
O=C(NNS(=O)(=O)c1ccccc1)c1cccc(F)c1 | 102.0 | 4.0 | 13.8 | 100.0 | -13.0 | -2.4 | 0.0 | -2.4 | 0.2
O=c1[nH]nc(-c2ccc(OCc3ccc(Cl)cc3Cl)cc2)o1 | 103.0 | 7.0 | 3.8 | 103.0 | -8.1 | -8.9 | -0.5 | 41.5 | 0.6
COc1ccc(OC)c(CNC(=O)C2CCN(S(=O)(=O)N3CCC(C)CC3)CC2)c1 | 103.0 | 8.0 | -6.1 | 102.0 | -8.8 | -6.0 | -1.9 | 23.9 | -1.1
Cn1cccc1/C=C1\SC(=Nc2cccc(O)c2)NC1=O | 92.0 | -6.0 | 3.5 | 87.0 | -2.5 | -4.8 | -0.1 | 12.9 | -0.3
COC(=O)C1=C(C)NC(C)=C(C(=O)OC)C1C(=O)OCC(=O)Nc1ccc(C(C)=O)cc1 | 92.0 | -5.0 | 21.0 | 91.0 | 10.9 | -1.2 | 0.3 | 43.7 | 0.2
COC(=O)CNC(=O)C(Cc1c[nH]c2ccccc12)NC(=O)OC(C)(C)C (configuration not stated) | 102.0 | 1.0 | 7.0 | 101.0 | 3.8 | -2.2 | 1.0 | 23.2 | 2.4
Oc1cc(-c2ccccc2)c2ccccc2c1 | 97.0 | -2.0 | 46.8 | 97.0 | -12.1 | -4.7 | -1.0 | 3.2 | -0.2
O=C(N/N=C1/CCS(=O)(=O)c2ccc(F)cc21)c1ccccn1 | 88.0 | -12.0 | 7.3 | 82.0 | -11.5 | -2.5 | -0.1 | 40.1 | 0.3
CCn1c(=O)c(C(C)=O)nc2ccccc21 | 103.0 | 16.0 | 8.8 | 104.0 | -6.7 | -4.4 | 0.1 | 10.9 | 0.2
CCOC(=O)Cc1csc(NC(=O)CSc2ncnc3c2cnn3-c2ccc(OC)cc2)n1 | 97.0 | 5.0 | 5.8 | 100.0 | -2.5 | 1.1 | 1.2 | -3.5 | 3.8
CCOc1ccc(S(=O)(=O)N2CC(=O)Nc3ccccc32)cc1 | 108.0 | 11.0 | 12.5 | 110.0 | 5.3 | -9.1 | 0.3 | 23.3 | 0.8
CN(CCC1CCOCC1)C(=O)CC1C(=O)NCCN1C/C=C/c1ccccc1 (configuration not stated) | 99.0 | 1.0 | -12.9 | 104.0 | -16.1 | -2.8 | 0.1 | 11.7 | 0.3
CCn1c(O)c(C=NCc2cccs2)c(=O)n(CC)c1=S | 95.0 | 0.0 | 6.2 | 100.0 | -20.9 | -5.8 | -1.6 | 8.6 | -0.3
O=C(NCc1ccc2c(c1)OCO2)c1cccc(S(=O)(=O)N2CCCC2)c1 | 92.0 | -7.0 | -0.8 | 94.0 | -9.7 | -4.9 | nt | 22.6 | nt
CC(Oc1ccc(Br)cc1)C(=O)Nn1c(=S)[nH]c2ncccc2c1=O (configuration not stated) | 103.0 | -7.0 | 26.9 | 95.0 | -6.4 | nt | 0.4 | -51.7 | 0.9
COc1ccc(OC)c(NC(=O)C2CCC(CNc3c(N4CCOCC4)c(=O)c3=O)CC2)c1 (configuration not stated) | 82.0 | -22.0 | nt | 91.0 | -13.6 | 3.5 | 0.4 | 37.0 | 0.4

Three of the compounds above, field by field:
Structure: CC(Oc1ccc(Br)cc1)C(=O)Nn1c(=S)[nH]c2ncccc2c1=O (configuration not stated)
  MEKK3 PB1 HTS = 103.0
  MEKK2 mut-MEK5 = -7.0
  NALP1 yeast inh = 26.9
  MEKK2wt PB1 HTS = 95.0
  GPR7 antag = -6.4
  GalR3 antag = nt
  OXTR agonist = 0.4
  PHOSPHO1 inh = -51.7
  V1R ag counter = 0.9
Structure: CCOc1ccc(S(=O)(=O)N2CC(=O)Nc3ccccc32)cc1
  MEKK3 PB1 HTS = 108.0
  MEKK2 mut-MEK5 = 11.0
  NALP1 yeast inh = 12.5
  MEKK2wt PB1 HTS = 110.0
  GPR7 antag = 5.3
  GalR3 antag = -9.1
  OXTR agonist = 0.3
  PHOSPHO1 inh = 23.3
  V1R ag counter = 0.8
Structure: CCn1c(=O)c(C(C)=O)nc2ccccc21
  MEKK3 PB1 HTS = 103.0
  MEKK2 mut-MEK5 = 16.0
  NALP1 yeast inh = 8.8
  MEKK2wt PB1 HTS = 104.0
  GPR7 antag = -6.7
  GalR3 antag = -4.4
  OXTR agonist = 0.1
  PHOSPHO1 inh = 10.9
  V1R ag counter = 0.2

The list goes on:
SMILES | MEKK3 PB1 HTS | MEKK2 mut-MEK5 | NALP1 yeast inh | MEKK2wt PB1 HTS | GPR7 antag | GalR3 antag | OXTR agonist | PHOSPHO1 inh | V1R ag counter
O=c1c2c3c(sc2n(CCN2CCCCC2)c(=O)n1Cc1ccco1)CCCCC3 | 105.0 | 9.0 | 5.2 | 109.0 | -19.3 | -9.6 | -1.2 | 9.2 | -1.0
CCCCC(CC)CNC(=O)Cn1c(=S)[nH]c2ncccc2c1=O (configuration not stated) | 103.0 | -2.0 | 9.3 | 101.0 | -7.2 | nt | 1.8 | 47.9 | 0.3
Cc1cc(NC(=O)CN2C(=O)NC3(CCCCC3)C2=O)no1 | 135.0* | -1.0 | -25.9 | 104.0 | -1.1 | -4.7 | -0.7 | 4.1 | -0.4
CC(C)Sc1nc2c(c(=O)n1C)SC(C)C2 (configuration not stated) | 105.0 | 5.0 | nt | 103.0 | -1.0 | nt | -1.0 | -3.9 | -0.8
CCC(C)c1ccc(OCC(=O)Nc2cccc(C(=O)Nc3ccc(C(=O)O)cc3)c2)cc1 (configuration not stated) | 106.0 | 1.0 | 13.7 | 99.0 | 0.7 | 0.7 | -0.5 | 25.0 | 1.2
Oc1ccc(-c2n[nH]c(C(F)(F)F)c2-c2ccccc2)c(O)c1 | 104.0 | 6.0 | -2.7 | 102.0 | 1.2 | 47.5* | 0.8 | -10.7 | 1.8
Cc1nn(C(=O)c2nn(C)cc2[N+](=O)[O-])c(C)c1Br | 102.0 | 0.0 | 13.3 | 99.0 | -10.0 | -3.6 | -0.1 | -3.0 | 1.0
O=C(Cc1c(F)cccc1Cl)NC1=NCCS1 | 105.0 | -5.0 | 18.9 | 100.0 | -6.3 | -2.4 | 0.3 | -11.8 | 0.2
O=C(COC(=O)c1ccc(S(=O)(=O)N2CCCC2)cc1)NCc1ccc(F)cc1 | 88.0 | 1.0 | -9.4 | 92.0 | -7.4 | -3.1 | 1.7 | 28.7 | 2.9
COc1ccccc1CN1CCNC(=O)C1CC(=O)NCCCN1CCCC1=O (configuration not stated) | 104.0 | -1.0 | 17.5 | 102.0 | -16.1 | -3.0 | 0.4 | 23.9 | -0.9
C=CCn1c(SCC(=O)c2cccs2)nnc1-c1cccc(OC)c1 | 95.0 | 1.0 | 2.6 | 98.0 | 3.3 | -6.9 | 0.5 | -18.5 | 0.4
Cc1cnc(CNC(=O)c2ccc3oc(Cc4ccc(Cl)cc4)nc3c2)cn1 | 89.0 | -13.0 | 10.3 | 81.0 | 22.7* | -0.2 | 0.4 | 26.3 | 5.1
Cc1nn(Cc2noc(C(=O)NCc3ccc4c(c3)OCO4)n2)c(C)c1Br | 98.0 | -2.0 | 10.1 | 94.0 | -2.0 | -6.3 | 3.5 | 27.0 | 8.1
